# Compound activity: PubChem, several laboratories
# BAP1 block: human BAP1 deubiquitinase inhibition; hit rate 0.48% among 72,000; activity remaining (% of control), % at 20 µM; recombinant BAP1, Ub-AMC hydrolysis fluorescence kinetic; stronger effect = lower value; AID 436; Q92560;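 active means activity remaining at or below 50% of control, provided the compound also passes the data quality filters; inactive means the rest, including low values that fail the filters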;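 further: 100% = DMSO wells rate and 0% = substrate alone blank rate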
# Target sequence (Q92560 whole entry, looked up): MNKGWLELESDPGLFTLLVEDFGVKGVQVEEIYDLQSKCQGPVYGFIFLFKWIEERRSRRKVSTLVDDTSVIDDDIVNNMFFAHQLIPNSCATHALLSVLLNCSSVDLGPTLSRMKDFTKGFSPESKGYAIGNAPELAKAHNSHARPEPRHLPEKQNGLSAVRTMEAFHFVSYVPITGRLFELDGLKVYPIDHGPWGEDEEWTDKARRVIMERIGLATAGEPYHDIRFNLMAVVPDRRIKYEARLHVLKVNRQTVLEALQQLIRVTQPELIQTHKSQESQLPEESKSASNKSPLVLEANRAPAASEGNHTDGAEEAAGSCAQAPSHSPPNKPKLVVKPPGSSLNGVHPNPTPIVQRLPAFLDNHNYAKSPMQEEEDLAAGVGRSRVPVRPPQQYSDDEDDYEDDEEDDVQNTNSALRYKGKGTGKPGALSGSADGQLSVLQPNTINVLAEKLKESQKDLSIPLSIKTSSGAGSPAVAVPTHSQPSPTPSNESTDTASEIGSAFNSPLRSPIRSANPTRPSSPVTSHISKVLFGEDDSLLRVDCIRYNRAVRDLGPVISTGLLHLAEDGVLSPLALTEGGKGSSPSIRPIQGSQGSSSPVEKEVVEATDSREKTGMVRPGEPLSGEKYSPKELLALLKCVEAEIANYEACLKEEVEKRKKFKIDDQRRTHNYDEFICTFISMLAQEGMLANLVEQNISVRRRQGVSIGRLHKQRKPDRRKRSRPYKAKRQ
# HePTP inhibitor: inhibitors of human HePTP phosphatase. P35236. recombinant HePTP phosphatase activity, OD absorbance. inhibition, % at 20 µM. hit rate 0.64% among 110,000; in the data active means inhibition above about 50%;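 further: plate controls were vehicle for no effect and reference inhibitor for full effect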
# Target sequence (P35236 whole entry, looked up): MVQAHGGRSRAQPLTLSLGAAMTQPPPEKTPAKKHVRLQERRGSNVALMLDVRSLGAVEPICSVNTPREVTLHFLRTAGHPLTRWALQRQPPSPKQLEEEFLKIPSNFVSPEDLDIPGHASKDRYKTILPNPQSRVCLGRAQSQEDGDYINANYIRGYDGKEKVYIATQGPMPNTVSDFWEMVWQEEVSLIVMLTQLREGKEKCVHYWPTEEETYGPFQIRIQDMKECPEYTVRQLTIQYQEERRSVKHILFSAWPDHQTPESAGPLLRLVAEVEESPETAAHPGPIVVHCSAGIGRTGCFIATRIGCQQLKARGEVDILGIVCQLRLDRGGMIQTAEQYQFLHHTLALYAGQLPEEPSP
# Numbers without * were called inactive; nt = no result given. Rows are unselected. About 0.7% of those tested had a hit in this group.
SMILES,BAP1 block,HePTP inhibitor
N=c1c(C(=O)NCc2ccccc2)cc2c(=O)n3ccccc3nc2n1CCCN1CCOCC1,nt,-2
O=C1OC(c2ccccc2F)=N/C1=C\c1ccc2c(c1)OCO2,nt,3
Cn1c(CCN2CCCCC2)nc2cc(NC(=O)NC3CCCCC3)ccc21,102,6
CCN(C(=O)CN1CCCc2ccccc21)c1c(N)n(Cc2ccccc2)c(=O)[nH]c1=O,105,3
COc1ccc(OC)c(S(=O)(=O)Nc2ccc(OCC(=O)O)cc2)c1,92,0
O=C1c2ccccc2C(=O)c2c1c(O)c1ccccc1c2Nc1ccccc1,nt,-20
O=C(NN1CCOCC1)c1ccc(Cl)cc1Cl,nt,-3
COc1ccccc1Nc1nc(Nc2ccccc2OC)nc(N2CCOCC2)n1,nt,4
O=C(NCCC1=CCCCC1)C(Cc1ccc([N+](=O)[O-])cc1)N1C(=O)c2ccccc2C1=O (stereo not drawn),82,nt
Cc1ccc(S(=O)(=O)N2CCN(S(=O)(=O)N(C)C)CC2)cc1,90,0
N#Cc1nc(-c2ccco2)oc1NCc1ccco1,nt,-13
Cc1cc(C)cc(N2C(=O)NC(=O)/C(=C\c3ccc(Br)s3)C2=O)c1,nt,2
Oc1ccccc1CNc1nc2ccccc2n1CCN1CCCCC1,92,5
O=C(NCCNC(=O)c1ccco1)c1ccco1,83,nt
CCOC(=O)c1cc(Br)c(Cl)cc1[N+](=O)[O-],nt,3
O=C(CSCc1nc2ccccc2[nH]1)N1CCN(c2cccc(Cl)c2)CC1,120,3
CC(C)Oc1ccc(N2CC(C(=O)Nc3ccc4c(c3)OCO4)CC2=O)cc1 (stereo not drawn),88,2
CC(Oc1cccc(Cl)c1)C(=O)NCc1ccco1 (stereo not drawn),nt,5
CCC(SCC(=O)OC)C(=O)Nc1nnc(C(C)C)s1 (stereo not drawn),98,0
Cc1cc(NC(=O)CS(=O)(=O)c2cn(Cc3cccc(F)c3)c3ccccc23)no1,83,12
CCC(=O)Nc1cc(C)c(NC(=O)CCc2ccccc2)cn1,105,11
CCOC(=O)c1sc(NC(=O)C2c3ccccc3Oc3ccccc32)c(C(N)=O)c1C,nt,4
Cc1cc(C(=O)Nc2cccc(O)c2)co1,101,12
Cc1ccc(NC(=O)COc2ccc3ccccc3c2)c(C)c1,nt,4
CCOC(=O)C1CCCN(C(=O)C2CCN(c3nnc(-n4cccc4)s3)CC2)C1 (stereo not drawn),88,-8

# 2 records drawn at random from the list so far, as already listed:
SMILES,BAP1 block,HePTP inhibitor
O=C(CSCc1nc2ccccc2[nH]1)N1CCN(c2cccc(Cl)c2)CC1,120,3
Oc1ccccc1CNc1nc2ccccc2n1CCN1CCCCC1,92,5

# Going on with the list:
SMILES,BAP1 block,HePTP inhibitor
COCCCNC(=O)C1c2ccccc2Oc2ccccc21,161,nt
Cc1nc2sc3c(c2c(=O)o1)CCC3,109,8
Cc1cc(C)cc(N=CC2=C(O)CC(c3ccccc3)CC2=O)c1 (stereo not drawn),nt,2
CCCC(=O)N1CCN(c2cc(N3CCCCC3)c(F)cc2[N+](=O)[O-])CC1,nt,-9
O=C(Nc1cccc(O)c1)c1cccc(S(=O)(=O)N2CCCC2)c1,102,4
Cc1ccc(-c2cc(C(=O)Nc3cccnc3)c3ccccc3n2)o1,83,-6
O=C1/C(=C/c2ccc(Br)o2)SC(=S)N1c1ccc([N+](=O)[O-])cc1,nt,25
CCOC(=O)C(CC(=O)O)N1CCCCC1 (stereo not drawn),150,-5
CCOc1ccccc1NC(=O)C(=O)N/N=C/c1ccc(C(C)(C)C)cc1,nt,-7
Cc1ccccc1CNC(=O)c1cccc(Cl)c1,nt,-4
O=C(NCC1CCCO1)c1ccc(/C=N/O)nc1 (stereo not drawn),97,1
CCCn1c(=NC(C)=O)c(C(=O)OCC)cc2c(=O)n3ccccc3nc21,492,11
CC(C)COC(=O)C1C2C=CC3(CN(C4CCCC4)C(=O)C13)O2 (stereo not drawn),88,6
COc1ccccc1NC(=O)c1sc2nc(-c3ccco3)ccc2c1N,52,5
O=C1CCCC2=C1C(c1ccsc1)CC(=O)N2c1ccccc1 (stereo not drawn),110,8
CC1CCc2c(sc(N)c2C(=O)Nc2ccc(Br)cc2)C1 (stereo not drawn),61,nt
Cc1[nH]c2ccc(Br)cc2c1CC(=O)NNS(=O)(=O)c1ccccc1,nt,-4
CCCN(CCC)CN1C(=O)S/C(=C/c2ccc(C)cc2)C1=O,nt,-26
CCNC(=S)Nc1ccc(C(=O)O)cc1,nt,-15
CC1Cc2ccccc2N1C(=O)Cn1nc(C(=O)O)c2ccccc2c1=O (stereo not drawn),71,-1
Cc1cc(NC(=O)c2cc(-c3ccco3)on2)nn1Cc1ccc(Cl)cc1,76,2
CC(C)NCC(O)Cn1c2c(c3ccccc31)CCc1c-2cnn1-c1ccccc1 (stereo not drawn),209,-3
COC(=O)C1=C(NC(=O)NC(=O)N(C)S(=O)(=O)c2ccc(C)cc2)CCS1,87,nt
COc1ccc(C(=O)NCc2ccccc2OC)c(OC)c1,99,4
COc1ccccc1-n1cnnc1SCC(=O)c1cc(C)n(Cc2cccs2)c1C,102,-1
# New compounds follow:
SMILES,BAP1 block,HePTP inhibitor
C=CCOc1ccc(Cl)cc1/C=C1/C(=O)NN(c2ccccc2)C1=O,nt,3
CC(C)(C)c1ccc(C(=O)Nc2ccc(I)cc2)cc1,59,nt
Cc1ccnc(NC(=O)CCC(=O)N(CC(=O)NC2CCCCC2)Cc2ccc3c(c2)OCO3)c1,83,5
Cc1cccc(NC(=O)C(=O)NNC(=O)c2ccc(C(C)(C)C)cc2)c1,nt,5
CC(=O)NNc1nc(-c2ccccc2)c2cc(Cl)ccc2n1,nt,-15
CCOC(=O)c1c(-c2ccc(C)s2)csc1NC(=O)c1ccco1,nt,-12
Cc1onc(-c2ccccc2)c1C(=O)Nc1cccc2nsnc12,55,-8
COCCCNC(=O)CN(c1cccc(C(F)(F)F)c1)S(C)(=O)=O,nt,1
O=C(CCCN1C(=O)CCC1=O)Nc1ccc2c(c1)OCO2,62,6
Cc1ccc(-n2nnnc2SCC(=O)c2c(N)n(CC(C)C)c(=O)n(C)c2=O)cc1,125,5
CCOC(=O)c1c(C)n(CCO)c2ccc(O)cc12,143,-11
CC1(C(=O)NC2CCCCCC2)CCC(=O)N1Cc1ccc2c(c1)OCO2 (stereo not drawn),102,10
CCn1c(SCC(=O)NCC2CCCO2)nc2c(c1=O)SC(C)C2 (stereo not drawn),91,8
O=C(Nc1ccc(F)cc1)c1ccc([N+](=O)[O-])cc1Cl,151,nt
Cc1noc(C)c1C(=O)Nc1nc(C23CC4CC(CC(C4)C2)C3)cs1,nt,-5
C/C(=N\NC(=O)C1CC1)c1cccnc1,nt,-13
CCN(Cc1cc2cc(C)ccc2[nH]c1=O)S(=O)(=O)c1ccccc1,72,11
O=C(CN(CCc1ccccc1)S(=O)(=O)c1ccc(Cl)cc1)NC1CCCC1,nt,4
COc1ccc(S(=O)(=O)N(CC(=O)Nc2cc(Cl)ccc2OC)Cc2ccccc2)cc1,nt,2
COc1cc(/C=C2\SC(=Nc3ccccc3)N(c3ccccc3)C2=O)cc(Br)c1OC,nt,3
Cc1ccc(/C=N\N2CCN(c3ccccc3)CC2)cc1,nt,-5
CN(c1ccc(C(=O)Nc2cc(Cl)ccc2Cl)cc1)S(=O)(=O)c1ccccc1,nt,-2
O=C1NC(c2ccc3c(c2)OCO3)Nc2ccccc21 (stereo not drawn),97,5
COC(=O)CSC1=C(C#N)C(c2ccccc2)CC(=O)N1 (stereo not drawn),142,1
O=C(NCCc1ccc(Cl)cc1)C(=O)Nc1ccccc1,nt,7
# (next part)
SMILES,BAP1 block,HePTP inhibitor
CCCC(=O)Nc1cccc(NC(=O)c2ccc(OC)c(Br)c2)c1,nt,8
C=CCNS(=O)(=O)c1ccc(OCC(=O)OCC)cc1,nt,5
COC(=O)c1ccccc1NC(=O)CN(c1ccc(C)c(Cl)c1)S(C)(=O)=O,nt,5
N#Cc1c(/N=C/c2cccs2)sc2c1CCC2,nt,-1
Nc1nonc1-c1nc2ccccc2n1CC(=O)N/N=C\c1ccccc1OCC(=O)O,nt,4
CSc1nc2sc3c(c2c(=O)[nH]1)CCN(Cc1ccccc1)C3,nt,-3
CCCCOc1ccc(S(=O)(=O)N(CC)CC)cc1,nt,-11
C/C(=N\Nc1nc(-c2ccc(Br)cc2)cs1)c1nonc1C,nt,3
CC(=O)Nc1ccc(S(=O)(=O)NCc2csc(-c3cccnc3)n2)cc1,102,10
CN(C)C1(c2cccnc2)CS(=O)(=O)C1,nt,20
O=C(O)CCCC(=O)N1CCN(Cc2ccccc2)CC1,nt,2
CCCC(C)NC(=O)c1c(Cl)cccc1Cl (stereo not drawn),nt,-6
Cc1cccc(NC(=O)CSc2ncn[nH]2)c1,nt,1
CC(N)=NCc1cccc(CN)c1,100,nt
CCOc1ccc(/C=C(/C#N)C(=O)Nc2cccc(Br)c2)cc1,nt,-12
COC(=O)c1c(NC(=O)CN2CCC(C(N)=O)CC2)c2c(C)cccc2n1C,129,4
O=C(CC1Nc2ccccc2NC1=O)NCC1COc2ccccc2O1 (stereo not drawn),65,-12
CC(=O)NC(C)(C)C1CC=C(C)/C(=N\O)C1 (stereo not drawn),99,-1
Cc1cc(C)c(O)c(-c2cc(C(=O)Nc3ccc(S(=O)(=O)N4CCOCC4)cc3)[nH]n2)c1,69,4
COC(=O)c1ccccc1-c1ccc(/C=C2/SC(=S)N(c3ccccc3)C2=O)o1,nt,2
CCOc1cc(C(=S)N2CCOCC2)cc(Br)c1OC(=O)c1cccc2ccccc12,nt,1
Nc1ncnc2nc(SCC(=O)N3CCN(c4ccccc4)CC3)[nH]c12,108,8
CCN(CC)CCOCCOc1cc(C)ccc1C,nt,-3
COc1ccc(Cc2nnc(SCc3nc4ccccc4c(=O)[nH]3)n2C)cc1,104,5
COc1cccc(C(=O)NNS(=O)(=O)c2ccccc2)c1,nt,9
# (list continues)
SMILES,BAP1 block,HePTP inhibitor
COc1ccc(C)cc1NC(=O)Nc1ccccc1,nt,5
COc1ccc(-c2cc(C(F)(F)F)n3nc(C(=O)O)nc3n2)cc1,132,2
CC(C)(C)c1cc(C(=S)N2CCN(CCO)CC2)cc(C(C)(C)C)c1O,90,24
CC(=O)Nc1ccc(NC(=O)c2ccc(OCC(C)C)cc2)cc1,nt,-18
CC(C)c1cc(C(=O)NC2CCCCC2)no1,103,8
CCN1CCN(Cc2nc3c(c(=O)n(C)c(=O)n3C)n2CCCc2ccccc2)CC1,nt,4
CC1(C)Cc2c(C#N)c(N)sc(=S)c2CS1,92,8
COCCN1C(=O)C(=O)/C(=C(/O)c2ccccc2)C1c1ccc(OC)c(OC)c1 (stereo not drawn),nt,5
CCOC(=O)c1c(CN2CCOCC2)n(C)c2cc(Br)c(O)cc12,nt,-2
O=C(NCc1cccs1)c1cc2n(n1)C(C(F)(F)F)CC(c1ccc(Cl)c(Cl)c1)N2 (stereo not drawn),nt,3
O=C(Nc1ccc(S(=O)(=O)N2CCCCCC2)cc1)c1ccc(F)cc1,nt,-24
Cc1ccccc1OCC(=O)Nc1ccc2oc(-c3ccc(F)cc3Cl)nc2c1,nt,-3
CCOC(=O)c1c(NC(=O)CC2Nc3ccccc3NC2=O)sc2c1CCCC2 (stereo not drawn),nt,-4
Clc1ccc2nc(N/N=C/c3nc4ccccc4[nH]3)nc(-c3ccccc3)c2c1,nt,-1
COc1ccc(OC(C)C(=O)Nc2ccc(C(=O)OC(C)C)cc2)cc1 (stereo not drawn),nt,7
CN(C)CCNC(=O)c1coc(=O)c(Br)c1,nt,11
CCC(=O)Nc1nonc1-c1nc2ccccc2n1CC(C)C,84,7
O=C(O)CC1C(=O)OCN1C(=O)OCc1ccccc1 (stereo not drawn),99,1
CCCOc1ccc(-c2nnc(NC(=O)Nc3ccc(Cl)cc3)s2)cc1,nt,3
O=C(COc1ccc2ccccc2c1)Nc1ccc(Cl)cn1,nt,8
Cc1ccc(NC(=O)c2ccn(C(=O)Nc3ccccc3)n2)c(C)c1,nt,-6
N=c1n(Cc2ccccc2)c2ccccc2n1CC(O)c1cccs1 (stereo not drawn),122,nt
COCCCNC(=O)C(=O)Nc1ccc(Cl)c(C(F)(F)F)c1,nt,1
COc1ccc(CN2CCN(C)CC2)cc1OCc1ccccc1,110,4
c1ccc(CC2CCN(Cc3nc(-c4ccccc4)no3)CC2)cc1,nt,5

# Whole records from above. Order of screens: BAP1 block | HePTP inhibitor
# Record of `O=C(Nc1ccc(S(=O)(=O)N2CCCCCC2)cc1)c1ccc(F)cc1` = nt | -24
# Record of `CC(C)(C)c1cc(C(=S)N2CCN(CCO)CC2)cc(C(C)(C)C)c1O` = 90 | 24
# Record of `N=c1n(Cc2ccccc2)c2ccccc2n1CC(O)c1cccs1` (stereo not drawn) = 122 | nt
# Record of `CCCOc1ccc(-c2nnc(NC(=O)Nc3ccc(Cl)cc3)s2)cc1` = nt | 3
# Record of `CCOC(=O)c1c(CN2CCOCC2)n(C)c2cc(Br)c(O)cc12` = nt | -2

# Next structures:
SMILES,BAP1 block,HePTP inhibitor
Cc1cc(=O)n2[nH]c(-c3cccs3)cc2n1,nt,4
Cc1nc2[nH]c(=O)c3c(n2n1)NC1=C(C(=O)CC(C)(C)C1)C3c1ccc(F)cc1 (stereo not drawn),130,-4
Nc1nnc(-c2ccccc2SCc2ccc(F)cc2)s1,68,nt
C=CCn1c(NCCc2ccccc2)nc2c1c(=O)n(C)c(=O)n2C,109,nt
O=C(Cc1cccs1)Nn1c(Cc2cccs2)nc2ccccc2c1=O,86,7
O=C(Cn1c(=O)oc2ccccc21)c1ccccc1,108,10
CN(C)/C=C1/C(=O)Nc2ccccc21,87,6
CS(=O)(=O)c1ccc2nc(NC(=O)CCc3ccccc3)sc2c1,nt,-13
CCCn1cc(SCC(=O)NCc2ccco2)c2ccccc21,93,6

# An excerpt from above in order of SMILES length, smallest number first.
SMILES,BAP1 block,HePTP inhibitor
Nc1nnc(-c2ccccc2SCc2ccc(F)cc2)s1,68,nt
CCCn1cc(SCC(=O)NCc2ccco2)c2ccccc21,93,6
CS(=O)(=O)c1ccc2nc(NC(=O)CCc3ccccc3)sc2c1,nt,-13
Cc1nc2[nH]c(=O)c3c(n2n1)NC1=C(C(=O)CC(C)(C)C1)C3c1ccc(F)cc1 (stereo not drawn),130,-4
